# Screening data (PubChem)
# 14-3-3 PPI = alters human 14-3-3 gamma binding to Raf peptide; hit rate 0.19% among 160,000; inhibition, % at 40 µM; P61981; AID 422; FP, 14-3-3gamma / TMR-pS259-Raf peptide binding; in the data active = inhibition above about 30%;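 also: 0% = protein plus tracer without compound and 100% = blank with tracer alone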
# Target sequence (P61981 whole entry, looked up): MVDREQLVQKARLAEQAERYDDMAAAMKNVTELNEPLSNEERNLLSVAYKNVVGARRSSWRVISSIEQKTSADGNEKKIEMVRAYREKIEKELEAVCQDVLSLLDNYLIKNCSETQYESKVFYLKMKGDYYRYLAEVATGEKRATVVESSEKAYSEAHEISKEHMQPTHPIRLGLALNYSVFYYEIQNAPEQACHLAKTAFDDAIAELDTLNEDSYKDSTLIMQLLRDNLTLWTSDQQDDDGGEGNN
# Active calls of the source: *; & = joins results of further samples. Only part of the results is shown; count on the stated rates, not on these rows.
canonical_smiles | 14-3-3 PPI
CCOC(=O)CCCCC(=O)c1[nH]c(=O)[nH]c1C | -17
O=C1C(=O)N(CCN2CCOCC2)C(c2ccccc2)/C1=C(\O)c1ccc(Br)cc1 (centres undefined) | -7
Cc1ccccc1CSCc1ccc(C(=O)NCCC(C)C)o1 | -6
O=C(NCCNC(=O)c1ccccc1O)c1ccccc1O | 2
CCN(CCCNC(=O)c1[nH]c(C)c(C(C)=O)c1C)c1ccccc1 | -6
CC(C)c1ccc(NC(=O)C2CCCN(S(=O)(=O)c3cccc4nsnc34)C2)cc1 (centres undefined) | -11
O=C(Nc1ccccc1-c1nc2ccccc2o1)c1ccc(S(=O)(=O)N2CCc3ccccc3C2)cc1 | -11
NC(Cc1ccc2nonc2c1)C(=O)O (centres undefined) | 7
CCOc1ccc(-c2nnc(SCC(=O)Nc3nccs3)o2)cc1 | 1
CCCCn1c(N)c(Sc2ccc(C)cc2)c(=O)[nH]c1=O | 4
COc1ccc(NC(=O)c2c(NC(=O)C(F)(F)F)sc3c2CCCCC3)cc1 | -3
CC(C)NC(=O)CSCc1ccccc1Cl | -7
Cc1ccc(C(=O)NC2CCSC2=O)cc1[N+](=O)[O-] (centres undefined) | -3
COc1ccc2c(c1)CCc1c(C(=O)Nc3c(C)nn(Cc4ccccc4C)c3C)noc1-2 | -11
Cc1c(NC(=O)COc2cccc(C(F)(F)F)c2)c(=O)n(-c2ccccc2)n1C | -2
CCOc1ccc(C2CC(c3cccc(OC)c3)n3nc(N)nc3N2)cc1 (centres undefined) | -4
COc1cc2c(cc1OC)C(C(=O)NCc1ccc(F)cc1)C(c1cccs1)N(C)C2=O (centres undefined) | -6
Clc1ccccc1OCCCCN1CCCC1 | -5
CC=CCOC(=O)C1=C(C)NC(=O)NC1c1ccc(O)c(OCC)c1 (centres undefined) | -3
O=C(Oc1ccc2ccccc2c1)c1ccc(-c2nnc(-c3ccccc3)o2)cc1 | -2

# Four entries from above in another layout.
mol: COc1ccc2c(c1)CCc1c(C(=O)Nc3c(C)nn(Cc4ccccc4C)c3C)noc1-2
  14-3-3 PPI: -11

mol: Cc1c(NC(=O)COc2cccc(C(F)(F)F)c2)c(=O)n(-c2ccccc2)n1C
  14-3-3 PPI: -2

mol: CCOc1ccc(C2CC(c3cccc(OC)c3)n3nc(N)nc3N2)cc1 (centres undefined)
  14-3-3 PPI: -4

mol: COc1cc2c(cc1OC)C(C(=O)NCc1ccc(F)cc1)C(c1cccs1)N(C)C2=O (centres undefined)
  14-3-3 PPI: -6

# (more compounds)
canonical_smiles | 14-3-3 PPI
CCOC(=O)CSc1nc(N)c2c3c(sc2n1)CCCC3 | 14&-3
CC(=O)OCCn1nc(-c2ccccc2)c2ccccc2c1=O | -9
COC(=O)c1[nH]c(C)c(/C(O)=C2\C(=O)C(=O)N(CCN3CCOCC3)C2c2cccs2)c1C (centres undefined) | -14
CCc1cc2c(NCCCC(=O)O)ncnc2s1 | -11
COc1cc(-c2nnc(NC(=O)c3ccc(S(=O)(=O)N4CC(C)CC(C)C4)cc3)o2)cc(OC)c1OC (centres undefined) | -4
CSc1nc2sc3c(c2c(=O)n1C)CCC(C)C3 (centres undefined) | -7
O=C(CSc1c2c(nc3ccc(Cl)cc13)CCCC2)N1CCN(C(=O)c2ccco2)CC1 | -1&-10
C=CCn1c(=S)[nH]c2cc(C(=O)NCc3ccccc3OC)ccc2c1=O | -5
O=C(Cn1cnc2ccccc2c1=O)NCCC(=O)NC1CCCCCC1 | -8
CC1=C(C(=O)OCCc2ccccc2)C(c2ccccc2OCc2ccccc2)CC(=O)N1 (centres undefined) | -3
CC1(C)OC(C(=O)NC2CCCCC2)C(C(=O)NC2CCCCC2)O1 (centres undefined) | -3
CCC1CCc2c(sc(NC(=O)c3cc4ccccc4c(=O)o3)c2C(N)=O)C1 (centres undefined) | 0
O=c1oc(-c2ccccc2)nc2sc3c(c12)CCCCC3 | 4
C=CCNC(=O)Cn1c(=S)[nH]c2ncccc2c1=O | 2
CC(=O)C(C)Oc1ccc2c3c(c(=O)oc2c1C)CCCC3 (centres undefined) | -3
Cc1cc(C)cc(NC(=O)CSc2oc(-c3ccco3)nc2S(=O)(=O)c2ccc(Cl)cc2)c1 | -64
Cc1ccc(C(=O)Nc2ccc(C)cc2C)cc1 | -2
CC12CC(NC(=O)N1c1ccc(Br)cc1)c1cc([N+](=O)[O-])ccc1O2 (centres undefined) | -6
CCOC(=O)C1=C(C)NC(C)=C(C(=O)OCC)C1c1cn(-c2ccccc2)nc1-c1ccc(Br)cc1 | -2
Cc1nnc(N2C(=O)C(=O)/C(=C(/O)c3ccccc3)C2c2ccc(F)cc2)s1 (centres undefined) | -9

# In the list so far, these have a furan ring, fused or not:
canonical_smiles | 14-3-3 PPI
Cc1ccccc1CSCc1ccc(C(=O)NCCC(C)C)o1 | -6
O=C(CSc1c2c(nc3ccc(Cl)cc13)CCCC2)N1CCN(C(=O)c2ccco2)CC1 | -1&-10
Cc1cc(C)cc(NC(=O)CSc2oc(-c3ccco3)nc2S(=O)(=O)c2ccc(Cl)cc2)c1 | -64

# Other records:
canonical_smiles | 14-3-3 PPI
CC(C)(C)c1ccc(C2/C(=C(\O)c3ccc(Cl)cc3)C(=O)C(=O)N2Cc2cccnc2)cc1 (centres undefined) | -1
O=C(Nc1cccc(-c2nc3ccccc3s2)c1)c1ccc(I)cc1 | -8
CCOc1cccc(-c2cc(=O)[nH][nH]2)c1 | -3
C=CCc1c(C)c2ccc(OC(C)=O)cc2oc1=O | 1
COc1cc(C)ccc1NC(=O)c1ccc(S(=O)(=O)N2CCOCC2)cc1 | -8
COc1ccc2[nH]c(=S)[nH]c2c1 | -1
C=CCNC(=O)c1cc(=O)c2ccccc2o1 | 7&-2
COc1ccc(-n2nc(C(=O)N(C)C3CCCCC3)c3ccccc3c2=O)c(OC)c1 | -9
CCOC(=O)C1CCN(C(=O)c2ccc(OC)cc2OC)CC1 | -1
Cc1sc(NC(=O)CN2CCN(c3ccccn3)CC2)c(C#N)c1C | -2
CCCCCCNC(=O)c1c(O)c2c([nH]c1=O)CCCC2 | -6
Cc1ccc(C2=NNC3(S2)C(=O)Nc2ccccc23)cc1 (centres undefined) | -1
COc1ccc(C(=O)NCc2nnc(SCC(=O)N3CCc4ccccc43)o2)cc1 | 3
COc1ccc(C2C(C(=O)N3CCC(C)CC3)c3cc(OC)c(OC)cc3C(=O)N2C)cc1 (centres undefined) | -1
CCOc1ccc(S(=O)(=O)Nc2ccc(O)c(-c3c(O)ccc4ccccc34)c2)cc1 | -9
Cc1c(Cl)cccc1NC(=O)CN(C)S(=O)(=O)c1cccs1 | -9
Oc1ccc(Br)cc1C=Nc1ccc(-c2nc3ncccc3o2)cc1 | -70
Cc1nc2sc(C(c3cccc(F)c3)N3CC(C)OC(C)C3)c(O)n2n1 (centres undefined) | 1
O=C(C1CC1)N1CCc2cc(S(=O)(=O)NCC3COc4ccccc4O3)ccc21 (centres undefined) | -4&-6
O=C1CC(N2CCN(c3cccc(C(F)(F)F)c3)CC2)C(=O)N1c1ccccc1 (centres undefined) | -4
CCOC(=O)c1nnn(CC(=O)Nc2cccc(OC)c2)c1C(=O)OCC | 0
COC(=O)C1C(=O)C2=C(CC1C)NC(C)=C(C(=O)OC1CCCC1)C2c1ccc(C(F)(F)F)cc1 (centres undefined) | 2
O=C(COc1ccc(Br)cc1)Nc1ccc(Cl)c(-c2nc3ncccc3o2)c1 | -48
O=C(NC1CCCC1)c1cc(-c2ccc(Cl)cc2)nc2ccccc12 | -12
C#CCSC1=C(C#N)C(c2cccs2)C(C(=O)OCC)=C(C)N1 (centres undefined) | -25
O=C(Nc1cnn(Cc2ccccc2)c1)c1nc2ncccn2n1 | -9
O=C(Nc1ccccc1)c1cc2ccccc2oc1=Nc1ccc(C(F)(F)F)cc1 | -8
Cc1ccc2c(c1)c1c3n2CCN=C3CCC1 | -6
COc1ccccc1N1CCN(C(=O)CSc2nc3ccc(N4CCOCC4)cc3c(=O)n2Cc2ccccc2)CC1 | -74
CN(Cc1nnc(SCC(=O)NCCc2ccccc2)n1C)S(=O)(=O)c1ccccc1 | 10
COc1ccccc1N(CC(=O)NCc1cccnc1)S(C)(=O)=O | -2&4
COc1ccccc1Oc1ccc2c(c1)C(=O)N(c1cccc(O)c1)C2=O | -3
Cc1ccc(C)c(NC2=NC3(CCCCC3)N=C(N)N2)c1 | 1&11&2
N#CCCSc1nc(N2CCOCC2)c2c(c1C#N)CCCC2 | 3&-3
O=C(CC(=O)c1ccccc1O)c1ccco1 | -3
CC(=O)c1ccc(OC(=O)c2cc3ccccc3oc2=O)cc1 | 4
CC(C)NC(=O)c1c(O)c2c([nH]c1=O)CCCC2 | -8
Brc1ccc2ncnc(NCc3cccnc3)c2c1 | -26
CSC1=NCCN1C(=O)c1ccc(S(=O)(=O)N(C)C)cc1 | 5
O=C(CSc1ncnc2nc[nH]c12)c1ccc([N+](=O)[O-])cc1 | -2
CC1CCN(S(=O)(=O)c2ccc3nc(-c4ccccn4)cc(C(=O)NCCCN4CC(C)CC(C)C4)c3c2)CC1 (centres undefined) | 1
CS(=O)(=O)NCCSCc1ccccc1 | -7
Cc1cc(NS(=O)(=O)c2ccc(NC(=O)CCC(=O)O)cc2)no1 | 37*
Cc1cc(NC(=O)CCCC(=O)NCc2cccs2)no1 | -7
Cc1ccc(C(c2ccc([N+](=O)[O-])cc2)c2ccc(C)o2)o1 | 9
CCOC(=O)c1c(C)oc2cc(Br)c(OCc3cccc(Cl)c3)cc12 | -2
CCN(CC)c1nc(C)nc2sc(C(=O)N3CCN(Cc4ccccc4)CC3)c(C)c12 | 10
CC(C)CN(C(=O)COC(=O)C12CC3CC(CC(O)(C3)C1)C2)C1CCS(=O)(=O)C1 (centres undefined) | 4
O=C(NCCO)C(c1ccccc1)c1ccccc1 | -1
CCOc1cc2c(cc1OCC)C1C(C(=O)NCc3cccc(OC)c3)c3ccccc3C(=O)N1CC2 (centres undefined) | 1
COc1ccc(N2CCN(S(=O)(=O)c3ccc(C(=O)NC4CCCC4)cc3)CC2)cc1 | -11
COc1cccc(N2CCN(c3ncnc4c3cnn4-c3ccc(C)cc3C)CC2)c1 | -7
COc1ccc(C2C3=C(CC(c4ccc(C(C)(C)C)cc4)CC3=O)Nc3ccccc3N2C(C)=O)cc1OC (centres undefined) | -1
COCCn1c(C)cc(C(=O)CN2C(=O)NC3(CCCCCCC3)C2=O)c1C | -2
Cc1nc2nc(SCC(=O)Nc3ccccc3C(F)(F)F)nn2c(C)c1Cc1ccccc1F | 7
CCOC(=O)c1sc2c(c1C)C(c1cccs1)C1=C(CCCC1=O)N2 (centres undefined) | 1
COc1cccc(OCCSc2nnc3sc4ccccc4n23)c1 | 0
CC1CCCC(C)N1CCCNC(=O)c1cc2c(=O)n(C)c3ccccc3c2n1C (centres undefined) | -3
Cc1c(C(=O)Nc2ccc3c(c2)OCCO3)sc2ncn(C)c(=O)c12 | -6
CCOc1cc(CN2CCN(Cc3cccc(Br)c3)CC2)ccc1OC | -1

# (next part)
canonical_smiles | 14-3-3 PPI
O=C(CCCCCN1C(=O)c2cccc([N+](=O)[O-])c2C1=O)Nc1ccccc1C(F)(F)F | 4
CCCC1C(=O)C(C)C(c2ccccc2)NC1c1ccccc1 (centres undefined) | -1
CC(=O)N1CCC(=O)Nc2c1cc(Br)cc2[N+](=O)[O-] | 1
Cc1ccc(NC(=O)CSCC(=O)O)c(C)c1 | -4
COCCN1C(=O)c2ccccc2C(C(=O)N2CCN(c3ccccn3)CC2)C1c1ccc(F)cc1 (centres undefined) | -6
CCn1c(SCC(=O)c2ccccc2)nc2c(c1=O)SC(C)C2 (centres undefined) | -9&-10
CC1(C)NC(=S)N2N1C(=S)NC2(C)C | -10
c1ccc2c(CSc3ncnc4c3oc3ccccc34)cccc2c1 | -2
COc1nc(Nc2c(C)cccc2C)nc(OC)n1 | 2
O=C(Nc1ccc(Br)cc1)C1CCCN(S(=O)(=O)c2cccc3nonc23)C1 (centres undefined) | -50
CCCOC(=O)c1cc(-c2ccc(OC)cc2)nc2ccccc12 | -3
Cc1cccc(NC(=O)CNC(=O)Cn2ccc3ccccc3c2=O)n1 | -3
COc1cc(C)c(S(=O)(=O)NC2CC(C)(C)NC(C)(C)C2)cc1C | -6
COc1ccc(C)cc1S(=O)(=O)N(C)CC(N)=O | 4
Cc1cc(NC(=O)Cc2cccs2)nn1CC(=O)NCc1ccco1 | -12
COc1ccccc1N1CCN(C(=O)c2cnn3cccnc23)CC1 | 9
ClC1(Cl)C(Cl)(Cl)C12CC2(c1ccccc1)c1ccccc1 | -2
CC(=O)Nc1nc(C)nc(-c2ccccc2)c1C(C)=O | -3
CCOc1ccc(N(CC)C(=O)Cc2c(C(=O)O)[nH]c3ccccc23)cc1 | 0
COc1ccc(-c2cc(C3CC3)nc3sc(C(=O)c4cccs4)c(N)c23)cc1 | -3
CC(=O)Nc1ccc(C(=O)NCc2ccc3c(c2)OCO3)cc1 | -3
CC(C)NC(=O)c1c(O)c2cccc3c2n(c1=O)CC3 | 1
CCCC12CN3CC(CCC)(CN(C1)C3c1ccc(C(C)C)cc1)C2=O (centres undefined) | 0
O=C(CN1C(=O)c2ccccc2C1=O)NCc1ccccn1 | 14
CC(CCc1ccccc1)NC(=O)C1C2C=CC3(CN(Cc4cccs4)C(=O)C13)O2 (centres undefined) | 10
COc1cc(C2C3=C(CC(C)(C)CC3=O)OC3=C2C(=O)CC(C)(C)C3)ccc1OC(=O)c1ccccc1F | 4
Cc1cccc(C)c1OCCCCCCN1CCCC1 | 0
CC(C)Cn1cc(C(=O)NCCN2CCN(c3ccccc3F)CC2)c2c3ccccc3n(C)c2c1=O | -3
O=C(CCc1c[nH]c2ccccc12)N1CCN(C(c2ccc(F)cc2)c2ccc(F)cc2)CC1 | 4
COc1cccc2cc(C(=O)N(C)C3CCN(C)CC3)c(=O)oc12 | -1
CN(Cc1ccccc1)S(C)(=O)=O | 4
O=C(Cn1nnc(-c2ccc(Cl)cc2)n1)NC1CCN(Cc2ccccc2)CC1 | -7
CCOCCCn1c(=N)c(C(=O)NC(C)c2ccccc2)cc2c(=O)n3cccc(C)c3nc21 (centres undefined) | -2
